Screening results as filed in PubChem BioAssay.
miR-122 sensor = miR-122 Renilla sensor signal increase in Huh7, primary screen, miR-122 inhibitor project, cell-based, single point, plate reader; Huh7 miR-122 Renilla luciferase sensor, 48 h; neutral wells = 0, positive control = 100; activation (reporter increase), % at 12.5 µM; 340,000 compounds, 0.3% hits; AID 602342, 2012;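 active = mean replicate activation score at least 90 and every replicate individually at or above 90; inconclusive = only one of the two criteria met; inactive = neither criterion met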;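 also: higher luciferase means less miR-122 activity so hits act as miR-122 inhibitors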
ARNT-TACC3 inh = disruptors of ARNT/TACC3 protein interaction, primary screen, biochemical, AlphaScreen, single concentration; Transforming acidic coiled-coil-containing protein 3 (Homo sapiens), Q9Y6A5; AlphaScreen His-ARNT PAS-B/GST-TACC3 binding, luminescence; TACC3 fragment carries E629A point mutation; inhibition, % at 9.99 µM; 390,000 compounds, 0.66% hits;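 active = mean inhibition of replicates at least 50% and at least half of replicates each reaching 50%; inconclusive = half or more replicates reach 50% but mean below 50%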;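 also: 0% = complete ARNT plus TACC3 wells and 100% = ARNT alone without TACC3; many hits fall short of the cut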
SIRT5 block = SIRT5 desuccinylase inhibitors, primary screen, biochemical, fluorescence imaging, single point, set 5; inhibition, % at 15 µM; NAD-dependent protein deacylase sirtuin-5, mitochondrial (Homo sapiens), Q9NXA8; 330,000 compounds, 1.1% hits; Purified SirT5, succinyl-peptide AMC, trypsin-coupled fluorescence; AID 652115, 2013; in the data active = inhibition above about 15%; inconclusive = no clear call, values can overlap the other calls
Target sequence (Q9NXA8 whole entry, looked up): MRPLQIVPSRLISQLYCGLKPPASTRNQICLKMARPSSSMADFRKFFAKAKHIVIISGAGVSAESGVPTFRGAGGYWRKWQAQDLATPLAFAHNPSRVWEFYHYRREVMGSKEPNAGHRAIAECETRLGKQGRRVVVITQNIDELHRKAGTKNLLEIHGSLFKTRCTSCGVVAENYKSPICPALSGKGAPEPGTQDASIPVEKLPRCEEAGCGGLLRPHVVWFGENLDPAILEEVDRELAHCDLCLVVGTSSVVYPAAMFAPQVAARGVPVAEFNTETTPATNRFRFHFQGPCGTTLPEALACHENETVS
esBAF inh = Bmi1 luciferase reporter increase in mESCs, primary screen, esBAF inhibitor project, mouse ES cells, Bmi1 luciferase knock-in, single point. AID 602393, 2012. 350,000 compounds, 2% hits. 24 h; 100% = twice the neutral-well signal. reporter increase, % at 12.5 µM; in the data active = activation above about 40%; inconclusive = no clear call, values can overlap the other calls;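 also: 0% = median of the plate's neutral control wells and 100% = double that signal; a rise in the Bmi1 reporter signal indicates esBAF inhibition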
Cneo AK release = Cryptococcus neoformans cell lysis inducers, primary screen, AK release luminescence, single concentration; 360,000 compounds, 0.2% hits; C. neoformans lysis, adenylate kinase release luminescence, 4 h; normalised: neutral wells 0, clomiphene wells 100; AID 651654, 2012; lysis activity, % at 15 µM;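 active = mean lysis activity across replicates of at least 80%, whatever share of replicates individually reach that level; inactive = mean lysis activity below 80%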
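Signal: Adenylate kinase release luminescence | Assay system: Log-phase Cryptococcus neoformans yeast cells | Input: Cells at 5 × 10^6 per mL | Buffer or medium: Fresh YPD growth medium | Compound: Single dose | Schedule: Static 4 h at 37 °C with compound, 1 h detection | Controls: Clomiphene | Read-out: Luminescence rise reflecting yeast cell lysis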
ERp5 inh = inhibitors of ERp5-driven insulin aggregation, primary screen, biochemical, turbidity, absorbance 650 nm, single point; Protein disulfide-isomerase A6 (Homo sapiens), Q15084; 90 min; inhibition, % at 9.99 µM; 350,000 compounds, 0.05% hits;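 active = mean replicate inhibition above about 25%, with every replicate also reaching it, limit read from the data, passing the limit was not always enough; inconclusive = only one of those two criteria met; inactive = neither criterion met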
Target sequence (Q15084 whole entry, looked up): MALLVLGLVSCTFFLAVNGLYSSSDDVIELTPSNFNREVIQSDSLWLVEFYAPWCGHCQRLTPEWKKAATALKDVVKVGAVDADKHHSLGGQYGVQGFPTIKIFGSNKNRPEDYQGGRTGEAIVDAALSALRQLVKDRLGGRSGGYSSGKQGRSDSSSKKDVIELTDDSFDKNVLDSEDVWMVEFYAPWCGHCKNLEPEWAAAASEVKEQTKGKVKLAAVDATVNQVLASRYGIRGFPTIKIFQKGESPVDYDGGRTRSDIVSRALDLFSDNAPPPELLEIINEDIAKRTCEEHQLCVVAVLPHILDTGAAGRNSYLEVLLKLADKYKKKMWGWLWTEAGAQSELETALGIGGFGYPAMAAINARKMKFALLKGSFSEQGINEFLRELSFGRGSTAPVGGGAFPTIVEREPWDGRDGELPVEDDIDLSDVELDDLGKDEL
Statin myotox sup = suppressors of statin myotoxicity in C2C12 myotubes, primary screen, cell-based, single point, plate reader; C2C12 myotubes + simvastatin, ATP luminescence, 48 h; scaled: DMSO 0, geranylgeraniol control 100; rescue of ATP level, % at 7.49 µM; 330,000 compounds, 0.78% hits;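 active = mean ATP rescue above about 67%, or every replicate alone reaching that limit, limit read from the data, passing the limit was not always enough; inconclusive = no clear call, values can overlap the other calls; inactive = mean under the limit and some replicate under it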;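 also: myotubes were challenged with 10 µM simvastatin during compound exposure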
Active calls of the source: *; ? = inconclusive; · = no result given; [ ] = dose if it differs, or a comment.

The first three entries, ahead of the listing:
| SMILES | miR-122 sensor | ARNT-TACC3 inh | SIRT5 block | esBAF inh | Cneo AK release | ERp5 inh | Statin myotox sup |
| --- | --- | --- | --- | --- | --- | --- | --- |
| Cn1cc(C[C@H](NC(=O)OC(C)(C)C)C(=O)N[C@@H](CO)Cc2ccccc2)c2ccccc21 | -5 | -11 | -10 | -6 | 1 | -2 | -22 |
| COc1cccc(CC2(CO)CCN(C(=O)NC3CCCCC3)CC2)c1 | 2 | -1 | -8 | 3 | 0 | -2 | -2 |
| COc1ccc(NC(=O)CN(Cc2ccccc2)S(C)(=O)=O)cc1 | -1 | -22 | · | 7 | 2 | · | 18 |

Results, from the first entry:
| SMILES | miR-122 sensor | ARNT-TACC3 inh | SIRT5 block | esBAF inh | Cneo AK release | ERp5 inh | Statin myotox sup |
| --- | --- | --- | --- | --- | --- | --- | --- |
| Cn1cc(C[C@H](NC(=O)OC(C)(C)C)C(=O)N[C@@H](CO)Cc2ccccc2)c2ccccc21 | -5 | -11 | -10 | -6 | 1 | -2 | -22 |
| COc1cccc(CC2(CO)CCN(C(=O)NC3CCCCC3)CC2)c1 | 2 | -1 | -8 | 3 | 0 | -2 | -2 |
| COc1ccc(NC(=O)CN(Cc2ccccc2)S(C)(=O)=O)cc1 | -1 | -22 | · | 7 | 2 | · | 18 |
| C[C@@H](NC(=O)C[C@@H]1C[C@@H]2c3cc(NC(=O)CN(C)C)ccc3O[C@@H]2[C@H](CO)O1)c1ccccc1 | 0[16.7 µM] | -6 | -2 | -1 | -4 | -2 | 3 |
| Cc1c(Cl)cccc1NC(=O)c1cccnc1 | 0 | -3 | 0 | 0 | 6 | 3 | 6 |
| Cc1cc(C)c(C)c(S(=O)(=O)NCc2ccc(C(=O)N3CCN(C)CC3)cc2)c1C | 7 | -21 | -1 | -4 | 3 | -1 | -4 |
| O=C1CC(c2ccsc2)Sc2ccccc2N1 (stereo unspecified) | 11 | -6 | -6 | 0 | 1 | 2 | -4 |
| COc1cccc(C(C)(O)c2nc(-c3cccc(C(C)C)c3)cs2)c1 (stereo unspecified) | -2 | · | -2 | -4 | 0 | 1 | -19 |
| O=C(NCC(=O)N1CCC2(CC1)NCCc1[nH]cnc12)c1cccc(Cl)c1 | · | 0 | -3 | -5 | 8 | 4 | -19 |
| COCC(=O)Nc1ccc2c(c1)[C@H]1C[C@H](CC(=O)NCCN3CCCCC3)O[C@H](CO)[C@H]1O2 | 0[16.7 µM] | · | 0 | -4 | 2 | -2 | -2 |
| CC(C)(CNCc1ccccc1)NS(=O)(=O)c1ccc(Cl)cc1 | -3 | -3 | 0 | -10 | 0 | -7 | -5 |
| CCOC(=O)N1CCN(C(=O)CSc2ccc(-c3ccccc3OC)nn2)CC1 | · | -7 | 0 | · | · | 0 | · |
| CCOc1ccc(-c2cc(C(=O)NCCOC)[nH]n2)c(C)c1 | -3 | · | · | 7 | 1 | 2 | -4 |
| O=C(C[C@@H]1C[C@H]2c3cc(NC(=O)Nc4ccc(C(F)(F)F)cc4)ccc3O[C@H]2[C@H](CO)O1)NCc1ccc2c(c1)OCO2 | 2[16.7 µM] | 0 | 27* | -6 | -9 | -3 | 6 |
| COc1ccc(C(=O)NN/C(C)=C/C(=O)C(F)(F)C(F)(F)C(F)(F)F)cc1 | -7 | 4 | -1 | -9 | · | -7 | -4 |
| CC(=O)/C(N=Nc1cc2c(c([N+](=O)[O-])c1C)C(C)(C)CC2(C)C)=C(\C)O | 1 | · | -3 | · | 8 | 2 | · |
| O=C([C@H]1[C@H](CO)[C@H]2Cn3c(ccc(-c4ccc(F)cc4)c3=O)[C@@H]1N2)N1CCCCC1 | 0[16.7 µM] | 2 | -27 | 1 | -1 | 1 | -15 |
| C[C@@H]1CN([C@@H](C)CO)C(=O)c2cccc(NC(=O)Nc3ccc(F)cc3)c2O[C@H]1CN(C)S(=O)(=O)c1ccccc1 | -6[16.7 µM] | -12 | -3 | 1 | 0 | -3 | -4 |
| CC(OC(=O)c1cc2sccc2n1C)C(=O)NCCc1ccccc1 (stereo unspecified) | -7 | 7 | · | 1 | 1 | · | -4 |
| O=C(Nc1cccc2ncccc12)c1cc([N+](=O)[O-])ccc1Cl | 0 | -2 | -5 | -9 | -2 | -6 | 0 |
| CCOc1ccccc1NC(=O)c1cc(S(=O)(=O)N2CCOCC2)ccc1C | -5 | -5 | 3 | -2 | 0 | 4 | 38 |
| CCCCCn1c(SCC(=O)c2ccccc2)nc2cc(C(=O)NCc3ccco3)ccc2c1=O | -10 | -3 | · | -9 | -1 | · | 15 |
| COCCn1c(SCC(=O)Nc2ccccc2)nc2c1c(=O)[nH]c(=O)n2C | · | -2 | 8 | 4 | -1 | 1 | 10 |
| c1ccc(C(CN2CCCCC2)Oc2ccccn2)cc1 (stereo unspecified) | -4 | -8 | · | 2 | 0 | 0 | -4 |
| CCOC(=O)c1cc2ccc(OC)c(OC)c2c(=O)s1 | -1 | 5 | · | 23 | · | · | 116* |
| O=C(O)c1cnn(-c2nc(-c3cccc(F)c3)cs2)c1C(F)(F)F | 12 | -11 | -1 | · | · | 0 | · |
| Cc1ccc(NC(=O)Cn2nc(-c3ccccc3)nc2-c2ccccc2)c(C)c1 | · | -6 | 0 | · | · | -3 | · |
| Fc1ccc(/C=N/n2c(-c3cccs3)n[nH]c2=S)cc1 | 12 | -6 | · | 0 | -1 | · | 3 |
| COCC(=O)N(C[C@@H]1N[C@@H](CO)[C@@H]1c1ccc(-c2ccccc2)cc1)C(C)C | 7[16.7 µM] | -2 | 0 | -3 | 9 | -4 | -9 |
| CCN(CC(=O)Nc1c(F)cccc1F)C(=O)CSc1nc2ccccc2o1 | 4 | -2 | 1 | · | · | -3 | · |

New compounds follow
| SMILES | miR-122 sensor | ARNT-TACC3 inh | SIRT5 block | esBAF inh | Cneo AK release | ERp5 inh | Statin myotox sup |
| --- | --- | --- | --- | --- | --- | --- | --- |
| Cc1noc(C)c1NC(=O)Nc1ccc2c(c1)C(=O)N([C@H](C)CO)C[C@H](C)[C@@H](CN(C)S(C)(=O)=O)OCCCC[C@@H](C)O2 | 3[16.7 µM] | -5 | -3 | 1 | -1 | 2 | · |
| CCc1nc2c(OCCn3cccc3)cccn2c1N(C)C(=O)c1ccco1 | 1 | · | · | 0 | 2 | 4 | -12 |
| CNc1ccc2ncc(-c3cccc(C(=O)N(C)C)c3)n2n1 | · | · | · | -18 | 9 | 2 | -2 |
| CCNS(=O)(=O)c1ccc(NC(=O)c2cc(C(F)(F)F)nn2C)cc1 | · | 2 | · | -2 | -4 | · | -6 |
| COC(=O)c1ccc(N2CCN(S(=O)(=O)c3c(C)cc(C)cc3C)CC2)c([N+](=O)[O-])c1 | -8 | -10 | · | 7 | -1 | · | 4 |
| O=C(NCc1ccccn1)C1CCCN(Cc2cnn(-c3ccccc3)c2-n2cccc2)C1 (stereo unspecified) | -2 | 12 | · | 2 | · | · | 9 |
| COc1ccccc1NC(=S)NC(=O)CCCOc1ccc(Cl)cc1Cl | -7 | 3 | -2 | -9 | 0 | 4 | 11 |
| C[C@H](CO)N1C[C@H](C)[C@@H](CN(C)Cc2ccccc2)Oc2ncc(C3=CCCCC3)cc2C1=O | 0[16.7 µM] | 6 | 1 | 1 | 1 | 0 | 4 |
| O=C(CNC(=O)C12CC3CC(CC(C3)C1)C2)OCC(=O)N1CCCCC1 | · | -18 | 2 | 2 | 3 | 7 | 7 |
| CC(C)[C@@H]1CC[C@@H](C)C[C@H]1O | -4 | · | -6 | 1 | -1 | -3 | -2 |
| C[C@H](CO)N1C[C@H](C)[C@@H](CN(C)C(=O)C2CCCCC2)Oc2ncc(C3=CCCC3)cc2C1=O | 2[16.7 µM] | -6 | -5 | 2 | 5 | 4 | 26 |
| CC(=O)Nc1ccc(S(=O)(=O)Nc2ccc(-n3cnnn3)cc2)cc1 | 10 | -2 | 23* | 4 | 0 | -3 | 0 |
| Cc1ccc(CCNC(=O)C23C[C@H]4C[C@@H](C2)CC(n2nnc(C)n2)(C4)C3)cc1 | -1 | -4 | -3 | -5 | · | -4 | -23 |
| CCOC(=O)c1sc(-c2ccc(C)cc2)c(C#N)c1C | 2 | -15 | -4 | 27 | · | -5 | -7 |
| Cc1ccc(NC(=O)NCC2CCN(Cc3cccc(Cl)c3)CC2)c(Cl)c1 | 2 | -3 | -3 | -7 | 7 | 4 | -11 |
| CC1CCN(CC(=O)N2CCCc3c2c(=O)oc2ccc(OCc4ccccc4)cc32)CC1 | 0 | -3 | · | -7 | 0 | · | 7 |
| NC(=O)Nc1ccc(C(=O)OCC(=O)NC2CCCCC2)cc1 | · | 5 | -3 | · | · | 4 | · |
| Cc1ccc(C2(c3noc(CN(C)CCO)n3)CCCC2)cc1 | -2 | -3 | -6 | -8 | 3 | -1 | 4 |
| CN1C(=O)c2cc(NC(=O)c3ccc(Cl)cc3)ccc2OC[C@@H]2O[C@@H](CC(=O)O)CC[C@@H]21 | -12[16.7 µM] | -2 | · | 1 | -3 | -2 | -6 |
| O=C(NCCOC(=O)c1ccc(Cl)c(S(=O)(=O)N2CCCCC2)c1)c1ccncc1 | 0 | · | · | -48 | 0 | · | -5 |
| O=C(NCCc1ccccc1)c1ccccc1SCC(=O)N1CCCC1 | · | 7 | 4 | · | 0 | 10 | · |
| CCC1(C)Cc2c(sc3[nH]c(=S)[nH]c(=S)c23)CO1 (stereo unspecified) | · | -4 | -5 | 3 | -1 | 1 | -17 |
| CSc1ccc2nnc(-c3cccc(F)c3)n2n1 | -1 | 16 | · | -6 | 2 | · | -10 |
| CC1(C(=O)NCc2ccc(Cl)c(Cl)c2)Oc2cccnc2NC1=O (stereo unspecified) | -2 | 0 | -1 | -2 | 1 | 6 | 1 |
| COc1cc(/C=N/NC(=O)c2ccc([N+](=O)[O-])cc2Cl)cc(Br)c1O | -1 | 0 | · | · | -2 | · | · |
| Cc1cccc(-c2cnn(-c3ccccc3)c2N)c1 | · | -21 | -2 | 56* | -9 | 2 | ? |
| Nc1ccccc1Oc1ccc2ccccc2c1 | · | -2 | -1 | · | · | -63 | · |
| O=C(C1CCCCC1)N1CC[C@@H]2[C@H]1c1cc(C#Cc3ccc(F)cc3)ccc1N[C@@H]2CO | -10[16.7 µM] | -8 | 14 | -2 | -2 | 0 | 6 |
| COc1ccc(C#Cc2cnc3c(c2)C(=O)N([C@H](C)CO)C[C@@H](C)[C@H](CN(C)C(=O)CC2CC2)O3)cc1 | -23[16.7 µM] | -4 | 1 | -16 | 4 | -5 | 1 |
| CCN(c1ccccc1)S(=O)(=O)c1cccc(C(=O)NCCN2CCOCC2)c1 | -5 | -2 | -1 | -1 | 0 | 4 | 5 |

Whole records, looked up by structure.
CC(=O)Nc1ccc(S(=O)(=O)Nc2ccc(-n3cnnn3)cc2)cc1 is listed with miR-122 sensor: 10; ARNT-TACC3 inh: -2; SIRT5 block: 23*; esBAF inh: 4; Cneo AK release: 0; ERp5 inh: -3; Statin myotox sup: 0
CCOC(=O)c1sc(-c2ccc(C)cc2)c(C#N)c1C is listed with miR-122 sensor: 2; ARNT-TACC3 inh: -15; SIRT5 block: -4; esBAF inh: 27; Cneo AK release: ·; ERp5 inh: -5; Statin myotox sup: -7
